ASM inhibitor: Inhibitors of Secretory Acid Sphingomyelinase (S-ASM): qHTS. placental ASM, HMU-PC fluorogenic substrate, 60 min. Potency, µM (highest dose often 57.5 µM), without a hit: at the highest dose activity change, negative = inhibition, most hits filed as inhibitors. hit rate 0.006% among 340,000; also: potency is read from the fitted curve at half-maximal effect
Target sequence (P17405 47-631 limits assumed): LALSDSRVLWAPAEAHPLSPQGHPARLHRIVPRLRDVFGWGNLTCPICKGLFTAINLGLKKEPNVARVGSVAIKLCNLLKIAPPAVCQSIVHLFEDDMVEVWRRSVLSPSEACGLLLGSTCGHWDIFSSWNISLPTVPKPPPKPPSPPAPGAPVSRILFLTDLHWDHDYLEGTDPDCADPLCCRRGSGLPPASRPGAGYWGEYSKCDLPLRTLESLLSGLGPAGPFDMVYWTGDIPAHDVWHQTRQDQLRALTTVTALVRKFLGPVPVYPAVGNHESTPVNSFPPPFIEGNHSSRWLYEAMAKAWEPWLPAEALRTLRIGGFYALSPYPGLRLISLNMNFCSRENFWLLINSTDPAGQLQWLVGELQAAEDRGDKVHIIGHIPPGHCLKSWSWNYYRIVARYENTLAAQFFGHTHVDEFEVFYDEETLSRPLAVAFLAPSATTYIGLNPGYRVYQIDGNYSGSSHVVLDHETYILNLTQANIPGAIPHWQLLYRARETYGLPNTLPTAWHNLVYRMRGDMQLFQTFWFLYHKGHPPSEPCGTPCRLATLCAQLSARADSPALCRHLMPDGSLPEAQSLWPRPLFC
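HMU-PC0 cleavage (9 uM final) by human placental ASM, 60 min at 37 °C following 10 min compound exposure at RT; stopped at pH 10, fluorescence Ex 386/Em 447 nm.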
FBPA coupling cs: qHTS Assay for Inhibitors of Fructose-1,6-bisphosphate Aldolase from Giardia Lamblia: Coupling assay counterscreen; hit rate 0.67% among 290,000; coupling enzyme system counterscreen, AmpLite Red fluorescence; activity change, negative = inhibition, % at 58.2 µM, hits read low; AID 2472, 2010; in the data active = activity change below about -30%; also: % is scaled to controls: 0 for no effect and ±100 for the full control effect
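Activity here indicates interference with the coupling reaction, not aldolase inhibition. Compounds at 57.5 uM final met coupling enzymes for 10 min at RT; substrate and AmpLite Red detection followed, with a 525/598 nm fluorescence read after 20 min.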
MBNL1-CUG inh: qHTS Assay for Inhibitors of MBNL1-poly(CUG) RNA binding | hit rate 0.036% among 280,000 | TR-FRET MBNL1-His/biotin-(CUG)12 binding, 665/545 ratio | Potency, µM (doses to about 57.5 µM), inactives show top-dose activity change, negative = inhibition, actives largely listed as inhibitors | AID 2675, 2010 | Muscleblind-like protein 1 (Homo sapiens), Q9NR56; active = well fitted inhibition curve with a large enough effect in the signal ratio, with a control signal flat, not every such curve was filed as active; inconclusive = small, poorly fitted or top-dose-only effect, or effect the other way, or a change in a side signal; inactive = no such curve, though single readings can be large or run the other way; the % refers to the signal ratio; also: potency is read from the fitted curve at half-maximal effect; % is scaled to controls: 0 for no effect and ±100 for the full control effect
Target sequence (Q9NR56 whole entry, looked up): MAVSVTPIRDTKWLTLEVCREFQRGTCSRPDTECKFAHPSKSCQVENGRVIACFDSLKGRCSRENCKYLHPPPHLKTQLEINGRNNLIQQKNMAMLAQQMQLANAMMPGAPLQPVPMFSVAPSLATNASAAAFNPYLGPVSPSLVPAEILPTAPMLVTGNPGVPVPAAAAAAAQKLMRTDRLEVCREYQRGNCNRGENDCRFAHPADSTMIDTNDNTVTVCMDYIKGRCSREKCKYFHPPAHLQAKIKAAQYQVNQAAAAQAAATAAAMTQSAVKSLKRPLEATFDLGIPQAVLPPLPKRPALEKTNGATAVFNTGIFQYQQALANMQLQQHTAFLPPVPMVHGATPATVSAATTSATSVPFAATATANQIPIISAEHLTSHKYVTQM
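MBNL1-His + Biotin-(CUG)12, cpd titration 92 nM–58 uM; Tb anti-His Ab 0.055 ng/ul, SA-XL665 5 nM (final); 60 min RT; ratiometric 665/545 nm, Ex 340 nm; normalized to buffer and full-complex controls.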
GALK inhibitor: qHTS Assay for Inhibitors of Human Galactokinase (GALK); P51570; Purified GALK, Kinase-Glo residual ATP luminescence; Potency, µM (doses to about 57.5 µM), for the others: top-dose activity change, negative = inhibition, hits mostly inhibitors; hit rate 0.007% among 270,000; also: potency is read from the fitted curve at half-maximal effect; % is scaled to controls: 0 for no effect and ±100 for the full control effect
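Kinase-Glo Plus luminescence measured ATP left after a 1 h room-temperature reaction. The reaction used 5 nM GALK, 100 uM galactose and 35 uM ATP at pH 8.0 (20 mM HEPES, 5 mM MgCl2, 60 mM NaCl, 1 mM DTT, 0.01% BSA).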
KCNH2 3.1 block: qHTS for Inhibitors of KCHN2 3.1: Mutant qHTS. hit rate 0.95% among 340,000. activity change, % (tested at about 1.8 µM). U2OS KCNH2 3.1, thallium flux FluxOr; stronger effect = lower value;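 active = maximum activity change below -70%; inconclusive = maximum activity change from -70% to -50%; inactive = maximum activity change above -50%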;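 also: thallium influx rate constant from kinetic fluorescence after stimulation buffer; % is scaled to controls: 0 for no effect and ±100 for the full control effect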
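Kinetic fluorescence (2 min after stimulation buffer) measures Tl+ influx through KCNH2 3.1 expressed by viral transduction in U2OS cells; the rate constant is normalized against DMSO controls serving as positive and negative references.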
Integrin act MD: qHTS for Activators of Integrin-Mediated Alleviation for Muscular Dystrophy | Potency, µM (series often up to 38.3 µM), for inactives: at the highest dose activation, most hits filed as activators | hit rate 0.064% among 350,000 | alpha7betagal myoblasts, beta-gal FDG fluorescence, 48 h;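 also: potency is read from the fitted curve at half-maximal effect; 100% = response of the positive control SU9516; nearly all actives have a fitted effect of over 60% in size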
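Alpha7betagal+/- myoblasts (passage 13) were plated 16-24 hr, then exposed to compounds (1:260 dilution of DMSO stock) for 48 hours at 37C. After MPER lysis, β-galactosidase reporter activity was read as FDG fluorescence (ex 480/em 540) after 30 minutes.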
KCNH2 WT inh: qHTS for Inhibitors of KCHN2 3.1: Wildtype qHTS; Voltage-gated inwardly rectifying potassium channel KCNH2 (Homo sapiens), Q12809; U2OS, BacMam KCNH2, thallium flux FluxOr; stronger effect = lower value; activity change, % at 1.84 µM; hit rate 0.37% among 340,000; AID 720551, 2013;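 active = maximum activity change below -70%; inconclusive = maximum activity change between -70% and -50%; inactive = maximum activity change above -50%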; also: % is scaled to controls: 0 for no effect and ±100 for the full control effect
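U2OS cells were transduced with wild-type KCNH2 virus (2.03 x 10^8 / mL) for 4 h at room temperature, then cultured overnight at 37 C. Thallium flux was read with FluxOr dye. Rate constants were normalized to DMSO controls.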
TRPV1 ag: HTS Assay for Compounds that Act as Agonists of the Vanilloid Receptor 1; Transient receptor potential cation channel subfamily V member 1 (Homo sapiens), Q8NER1; TRPV1-expressing cells, Fluo-8 calcium influx, agonist mode; activation, % at 8.33 µM; hit rate 0.19% among 320,000; AID 540275, 2011; in the data active = activation above about 80%; inconclusive = between about 30% and that limit; also: 0% is about no effect
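Cells expressing TRPV1 were dye-loaded with Fluo-8 and read kinetically: 10 s baseline, 3 min after compound (agonist portion), then 2 min after EC20 capsaicin (allosteric enhancer portion). Calcium-bound dye fluorescence at 480/520 nm.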
MLL CXXC-DNA inh: qHTS Fluorescence Polarization Assay for Inhibitors of MLL CXXC domain - DNA interaction; Histone-lysine N-methyltransferase 2A (Homo sapiens), Q03164; MLL-CXXC / FITC-HOXA9 DNA fluorescence polarization; Potency, µM (titrated, usually from 115 µM), inactives show at the highest dose activity change, negative = inhibition, actives largely listed as inhibitors; hit rate 0.037% among 290,000; AID 2662, 2010; active = well fitted inhibition curve with a large enough effect in the polarisation, with a control signal flat, not every such curve was filed as active; inconclusive = small, poorly fitted or top-dose-only effect, or effect the other way, or a change in a side signal; inactive = no such curve, though single readings can be large or run the other way; the % refers to the polarisation; also: potency is read from the fitted curve at half-maximal effect
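Purified MLL-CXXC (added from a 7 uM solution) was preincubated 5 min at ambient with pinned compounds in 50 mM Tris-HCl pH 7.5, 50 mM NaCl, 1 mM DTT, 0.05% BSA. Fluorescein-labeled HOX-A9 DNA (50 nM solution) followed, 30 min, then polarization read.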
AT treatment: qHTS Assay for Identifying a Potential Treatment of Ataxia-Telangiectasia. hit rate 0.19% among 320,000. AID 485349, 2010. […] A-T fibroblasts, KAP-1 phosphorylation AlphaLISA; neocarzinostatin DNA damage 30 min before lysis. Potency, µM (titrated, usually from 57.5 µM), inactives show at the top dose activation, hits mostly activators; also: potency is read from the fitted curve at half-maximal effect; % of control where 0% means no effect; nearly all actives have a fitted effect of over 45% in size
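ATM-like activity read as KAP-1 phosphorylation via AlphaLISA donor/acceptor antibody pairs after lysis and 6 hr at 25C. Cells were ATM-null patient fibroblasts ([…], hTERT), dosed 60 min, then exposed to the DSB inducer NCS for 30 min.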
* marks the source's active call; other numbers are inactive results; i = inactive; ? = inconclusive; . = not tested or not shown; [ ] = another dose, or the depositor's remark. Unless noted, calls follow the shape of the dose curve; as a rule, active = well fitted curve in the direction sought with a large enough effect; inconclusive = small, poorly fitted or top-dose-only effect, or another doubt; inactive = no such curve, though single readings can be large; an effect the other way counts as inactive or inconclusive.

SMILES	ASM inhibitor	FBPA coupling cs	MBNL1-CUG inh	GALK inhibitor	KCNH2 3.1 block	Integrin act MD	KCNH2 WT inh	TRPV1 ag	MLL CXXC-DNA inh	AT treatment
Nc1nc(-c2ccc(-n3nncc3-c3ccco3)cc2)cs1	-4%	1	?	-1%	13	-42%[inhibitor]	-4	-10	-11%	5%
C/C(=N/Nc1ccc(C)cc1)C1(C)N(O)C(C)(C)C(c2ccco2)=[N+]1[O-] (stereo not drawn)	-1%	-2	5%	-1%	6	-47%[inhibitor]	-10	2	11%	-1%
CC/C(C)=N/NC(=O)c1[nH]c2ccc(C)cc2c1-c1ccccc1	-3%	0	1%	-1%	-8	-2%	-7	0	-3%	-2%
O=C(COc1ccc(F)cc1)N(Cc1cccc(Br)c1)C1CCS(=O)(=O)C1 (stereo not drawn)	i	.	-4%	-9%	18	2%	?	0	-1%	11%
Cc1ccc(S(=O)(=O)CCNC(=O)Cc2ccccc2)cc1	-3%	1	-1%	8%	5	-4%	-5	5	6%	-2%
COc1ccc(-n2ncc3c(N4CCN(Cc5ccccc5)CC4)ncnc32)cc1	-2%	2	3%	-1%	.	0%	17	5	12%	4%
COc1ccc(C2=NC(=O)NC2c2ccc(OC)cc2)cc1 (stereo not drawn)	-3%	2	.	-1%	30	-19%	12	-1	-1%	6%
CCOc1ccc(N(CC(=O)NC2CCCCC2)S(=O)(=O)c2ccc(C)cc2)cc1	-3%	0	-1%	-3%	20	-12%	4	9	9%	0%
CCN(CC)CCN1C2=C(C(=O)CC(C)(C)C2)C(c2cccc(F)c2)C2=C1CC(C)(C)CC2=O	i	1	-5%	10%	5	7%	3	6	-6%	-2%
COc1ccc(-n2nc3c(c2NC(=O)COc2ccccc2)CS(=O)(=O)C3)cc1	1%	0	-11%	15%	-4	17%	5	1	0%	-6%
CC(=O)Nc1c(C(=O)c2ccc(F)cc2)oc2ccccc12	24%	2	1%	4%	7	8%	-7	8	-1%	14%
Cc1c(C(=O)Nc2ccc(S(=O)(=O)Nc3ncccn3)cc2)oc2ccccc12	0%	.	.	.	14	10%	21	1	.	5%
c1ccc(-n2nnc3c(N4CCOCC4)ncnc32)cc1	0%	3	4%	4%	-10	0%	-35	5	-6%	-1%
COc1nc(N2CCCC2)nc(-n2nnc(C(C)=O)c2C)n1	2%	0	-10%	8%	2	24%	-23	0	8%	-2%
Cc1ccc(NC(=O)CSc2n[nH]c(-c3ccco3)n2)c(C)c1	3%	4	-7%	9%	-7	7%	8	-1	4%	-4%
O=C(O)Cc1ccc(C(=O)c2ccc(F)cc2)s1	2%	5	12%	-2%	7	-17%	-20	-1	2%	2%
Cn1c2ccccc2c2nnc(SCc3nnc(-c4ccccc4)o3)nc21	.	-1	5%	-2%	.	.	.	2	-1%	-2%
O=C(O)c1cccc(NC(=S)NC(=O)c2ccc(-c3ccc(Cl)cc3)o2)c1	1%	3	4%	2%	11	30%	-5	-12	-6%	-3%
COc1ccc(CN(CC(=O)NC(C)C)C(=O)CCC(=O)Nc2nccs2)cc1	-1%	1	-3%	0%	11	-15%	8	0	-3%	3%
COc1ccc2cc(C#N)c(Cl)nc2c1	6%	-1	-16%	-2%	4	-1%	4	0	20%	-2%
CCOC(=O)Nc1cc2c(cc1C(C)=O)OCO2	39%[activator]	4	2%	1%	0	23%	-2	1	1%	2%
COc1ccccc1CCC(=O)OCC(=O)Nc1ccc(S(N)(=O)=O)cc1	-1%	0	-5%	4%	-4	21%	-12	26	2%	-2%
Cc1[nH]c(=O)nc2c1CCC2	5%	1	1%	-1%	11	5%	-5	-2	-5%	-1%
Fc1ccc2nc(C3CCCCN3Cc3nc(CC4CC4)no3)[nH]c2c1 (stereo not drawn)	0%	-20	-2%	-2%	-4	14%	-5	17	-6%	1%
COc1ccc(C(=O)C2CCCN(S(=O)(=O)c3cccnc3)C2)c(C)c1 (stereo not drawn)	6%	0	-15%	-1%	13	9%	-4	8	14%	5%
CSc1ccc(C2c3[nH]c4ccccc4c3CCN2C(=O)c2cc(C)n(C)n2)cc1 (stereo not drawn)	.	-2	-2%	-1%	.	.	.	18	-19%	-3%
NC(=O)C(=O)NCCCN1CCOCC1	0%	3	-12%	1%	-1	-14%	0	0	0%	3%
CCc1nc(CN2CCCC(C(=O)c3ccc4c5c(cccc35)CC4)C2)c(C)[nH]1 (stereo not drawn)	2%	0	17%	1%	10	-69%[inhibitor]	-24	17	1%	-2%
Cc1ccccc1NC(=S)N(CCN1CCOCC1)Cc1ccccc1F	-2%	2	-3%	1%	-4	-12%	-1	-2	-1%	-2%
O=C1c2ccccc2C(=O)c2cc(S(=O)(=O)Nc3ccccc3)ccc21	-29%	-19	?	.	-12	-33%[inhibitor]	-2	4	-20%	0%
Cc1[nH]n(-c2ccccc2)c(=O)c1C=Nc1ccc(S(N)(=O)=O)cc1	-4%	2	9%	.	-15	-12%	3	1	-24%	2%
CC(=O)Nc1ccc(NC(=O)COc2cccc3c2OC(C)(C)C3)cc1	0%	1	-5%	-1%	-9	6%	2	0	1%	1%
CCOC(=O)C1CCN(C(=O)c2ccc(NC(=O)C3CCCO3)cc2)CC1 (stereo not drawn)	2%	0	1%	0%	-4	-15%	-4	2	-1%	-3%
Cc1cc(OCCN2CCOCC2)ccc1Cl	1%	0	0%	-1%	1	-15%	-23	-5	2%	13%
CC(C)C(=O)Nc1ccc(S(=O)(=O)Nc2nccc(/C=C/c3ccccc3)n2)cc1	9%	6	20%	0%	-1	8%	0	-3	12%	8%
COc1cc(NS(=O)(=O)c2cccc3nsnc23)c(C(=O)O)cc1OC	3%	-3	17%	1%	-6	5%	1	2	20%	-8%
COc1ccc(C(=O)Nc2cccc(NC(=O)c3ccc(OC)cc3OC)n2)c(OC)c1	1%	.	.	.	9	-11%	0	.	.	.
CCc1sc(NC(=O)COC)nc1-c1ccccc1	3%	6	1%	8%	16	7%	7	24	0%	3%
O=C(CNC(=O)c1cccs1)Nc1ncccc1O	-3%	.	.	.	0	-3%	-5	0	.	2%
Cc1ccccc1N(CC(=O)N1CCOCC1)S(C)(=O)=O	5%	-4	-2%	0%	6	25%	-3	6	0%	3%
CN(C)c1ccc(/C=N/O)cc1	-1%	-2	11%	0%	26	-15%	7	1	0%	0%

6 of the compounds above, with bars between the fields.
Molecule | ASM inhibitor | FBPA coupling cs | MBNL1-CUG inh | GALK inhibitor | KCNH2 3.1 block | Integrin act MD | KCNH2 WT inh | TRPV1 ag | MLL CXXC-DNA inh | AT treatment
CN(C)c1ccc(/C=N/O)cc1 | -1% | -2 | 11% | 0% | 26 | -15% | 7 | 1 | 0% | 0%
COc1cc(NS(=O)(=O)c2cccc3nsnc23)c(C(=O)O)cc1OC | 3% | -3 | 17% | 1% | -6 | 5% | 1 | 2 | 20% | -8%
Cc1cc(OCCN2CCOCC2)ccc1Cl | 1% | 0 | 0% | -1% | 1 | -15% | -23 | -5 | 2% | 13%
Cn1c2ccccc2c2nnc(SCc3nnc(-c4ccccc4)o3)nc21 | . | -1 | 5% | -2% | . | . | . | 2 | -1% | -2%
COc1ccc(-n2ncc3c(N4CCN(Cc5ccccc5)CC4)ncnc32)cc1 | -2% | 2 | 3% | -1% | . | 0% | 17 | 5 | 12% | 4%
Nc1nc(-c2ccc(-n3nncc3-c3ccco3)cc2)cs1 | -4% | 1 | ? | -1% | 13 | -42%[inhibitor] | -4 | -10 | -11% | 5%
